# p53 reactivator: restores transcriptional activity of mutant p53. H1299 p53-A138V BP100-luciferase reporter, luminescence, 24 h. AID 504706. Potency, µM (titrated, usually from 92.2 µM), for inactives: at the top dose activity change, positive = activation, hits mostly activators. actives 0.063% (n = 320,000); further: potency means the concentration at half of the fitted maximal effect; % of control where 0% means no effect; nearly all actives have a fitted effect of over 45% in size
#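 H1299 (p53-null), stable ts p53-A138V + BP100-Luc; 1000 cells/well, Opti-MEM/10% FBS; cpd 4 pt, 1:5; 24 h, 37 deg C, 5% CO2; detection reagent 10 min RT; luminescence.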
# TRPV1 ag: activates the human vanilloid receptor TRPV1; activation, % at 8.33 µM; AID 540275; Q8NER1; actives 0.19% (n = 320,000); TRPV1-expressing cells, Fluo-8 calcium influx, agonist mode; in the data active means activation above about 80%; inconclusive means between about 30% and that limit; further: 0% is about no effect
#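 TRPV1-expressing cells were cultured overnight at 35.5C and loaded with Fluo-8 calcium dye for 40 to 90 min at room temperature. After a 10 s baseline, compound was added and calcium influx was read kinetically for 3 min (ex 480/em 520 nm).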
# Tb PFK inh: inhibitors of T. brucei phosphofructokinase. T. brucei PFK, ADP-Glo luminescence. O15648. actives 0.17% (n = 330,000). AID 485367. Potency, µM (series often up to 57.5 µM), inactives show at the highest dose activity, negative = inhibition, most hits filed as inhibitors;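 further: potency means the concentration at half of the fitted maximal effect; 0% = uninhibited 1x PFK enzyme wells and -100% = no-enzyme wells; nearly all actives have a fitted effect of over 60% in size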
# Target sequence (O15648 whole entry, looked up): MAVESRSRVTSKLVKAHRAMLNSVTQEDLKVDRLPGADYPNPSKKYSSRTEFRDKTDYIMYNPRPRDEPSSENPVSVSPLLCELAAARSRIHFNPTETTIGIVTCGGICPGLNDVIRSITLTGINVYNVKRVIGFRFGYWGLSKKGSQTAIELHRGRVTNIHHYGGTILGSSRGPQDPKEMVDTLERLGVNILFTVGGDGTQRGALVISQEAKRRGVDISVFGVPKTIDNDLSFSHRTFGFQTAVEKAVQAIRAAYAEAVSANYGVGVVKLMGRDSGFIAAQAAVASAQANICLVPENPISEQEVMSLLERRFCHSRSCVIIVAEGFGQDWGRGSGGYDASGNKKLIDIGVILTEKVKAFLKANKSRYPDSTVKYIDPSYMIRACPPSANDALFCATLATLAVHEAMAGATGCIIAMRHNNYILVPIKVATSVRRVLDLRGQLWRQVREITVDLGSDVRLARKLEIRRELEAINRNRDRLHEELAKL
#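 ADP-Glo luminescence quantified ADP after 45 min at room temperature, with 1.25 nM T. brucei PFK, 0.1 mM ATP and 0.5 mM fructose-6-phosphate in pH 8.0 TEA buffer. qHTS titrations up to 57 µM; curves classified by quality.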
# ELG1 genotox: induces genotoxicity in HEK293T cells with luciferase-tagged ELG1; HEK293T ELG1-luciferase reporter, luminescence, 16 h; Potency, µM (highest dose often 46 µM), without a hit: at the top dose activity change, positive = activation, most hits filed as activators; actives 1.3% (n = 330,000); further: potency means the concentration at half of the fitted maximal effect; % of control where 0% means no effect; nearly all actives have a fitted effect of over 60% in size
#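 16 hr compound incubation (37 °C, 5% CO2) of HEK293T cells carrying luciferase-tagged ELG1; luciferase then measured by ONE-Glo luminescence after 30 min at RT.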
# ELG1 repair inh: inhibitors of ELG1-dependent DNA repair in HEK293T cells | HEK293T ELG1-luciferase reporter, luminescence, 16 h; DNA damage induced by 5-fluorouridine | Potency, µM (top dose mostly 46.1 µM), for inactives: top-dose activity change, negative = inhibition, usual class: inhibitors | actives 2.3% (n = 330,000) | AID 504467; further: potency means the concentration at half of the fitted maximal effect; on the % scale 0 is the no-effect control and ±100 the full control effect; nearly all actives have a fitted effect of over 55% in size
#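 HEK293T cells expressing luciferase-tagged ELG1 (2,000/well) received 5-Fluorouridine plus compound or DMSO for 16 hr at 37 °C. Luciferase was read by ONE-Glo luminescence after 30 min at room temperature.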
# FLuc counter: firefly luciferase modulation, counter-screen for miR-21 project | actives 6.9% (n = 360,000) | purified FLuc, Km substrates, luminescence inhibition | Potency, µM (doses to about 57.5 µM), for inactives: top-dose activity change, negative = inhibition, most hits filed as inhibitors;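 further: potency means the concentration at half of the fitted maximal effect; plate controls were vehicle for no effect and reference inhibitor for full effect; nearly all actives have a fitted effect of over 55% in size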
#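 Purified P. pyralis luciferase, 10 nM final, with Km-level 10 uM D-luciferin and 10 uM ATP in 50 mM Tris acetate pH 7.5, 10 mM Mg acetate, 0.01% Tween-20, 0.05% BSA; 6-point qHTS titration about 60 µM downward; luminescence read.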
# RORgamma inh: ROR gamma (mouse) transcription inhibition. Drosophila S2 Gal4-RORgamma UAS-luciferase reporter, 20 h. Potency, µM (top dose mostly 53.6 µM), for the others: at the highest dose activity change, negative = inhibition, most hits filed as inhibitors. actives 5.4% (n = 310,000). AID 2551. P51450; further: potency means the concentration at half of the fitted maximal effect; on the % scale 0 is the no-effect control and ±100 the full control effect; nearly all actives have a fitted effect of over 60% in size
# Target sequence (P51450 whole entry, looked up, the tested form may be a part): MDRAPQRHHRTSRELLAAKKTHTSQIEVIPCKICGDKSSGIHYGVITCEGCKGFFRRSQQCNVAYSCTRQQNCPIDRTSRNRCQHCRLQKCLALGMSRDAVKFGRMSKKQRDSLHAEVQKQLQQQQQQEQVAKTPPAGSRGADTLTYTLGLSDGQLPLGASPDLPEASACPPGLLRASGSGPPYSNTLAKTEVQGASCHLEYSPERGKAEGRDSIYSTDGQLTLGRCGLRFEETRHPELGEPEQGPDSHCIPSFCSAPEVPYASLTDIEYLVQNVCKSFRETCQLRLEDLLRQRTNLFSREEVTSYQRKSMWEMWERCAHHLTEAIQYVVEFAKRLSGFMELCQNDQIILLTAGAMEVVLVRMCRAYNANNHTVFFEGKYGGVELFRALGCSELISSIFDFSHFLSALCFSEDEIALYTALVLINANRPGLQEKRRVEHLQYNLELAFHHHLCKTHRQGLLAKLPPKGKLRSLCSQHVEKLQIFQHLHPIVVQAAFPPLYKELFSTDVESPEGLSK
#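 Compounds are pin-transferred onto Drosophila Schneider cells expressing a copper-inducible Gal4–ROR gamma transactivation domain fusion. After 1 hr, copper sulfate is added to 700 uM final; luciferase is read 20 hr later.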
# Gal4-VP16 FLuc: Gal4-VP16 reporter inhibition counter-screen. Drosophila S2 Gal4-VP16 UAS-luciferase, luminescence, 20 h. Potency, µM (series often up to 53.6 µM), for inactives: at the top dose activity, negative = inhibition, actives largely listed as inhibitors. actives 3.5% (n = 310,000). AID 2546;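 further: Gal4-VP16 expression switched on by copper sulfate through the metallothionein promoter; potency means the concentration at half of the fitted maximal effect; on the % scale 0 is the no-effect control and ±100 the full control effect; nearly all actives have a fitted effect of over 50% in size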
# NPC1 prom act: NPC1 promoter activation; Huh7 NPC1 promoter luciferase reporter, 24 h; Potency, µM (series often up to 9.22 µM), without a hit: at the highest dose activation, hits mostly activators; actives 2.4% (n = 320,000);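 further: potency means the concentration at half of the fitted maximal effect; % of control where 0% means no effect; nearly all actives have a fitted effect of over 60% in size; reporter is driven by a mutant NPC1 promoter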
#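 Luminescence from an NPC1 promoter-driven luciferase reporter in stably transfected Huh7 cells was measured after 24 h compound treatment at 37 °C, followed by 10 min ambient incubation with luciferase detection reagent.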
# Rab9 promoter act: Rab9 promoter activation; Huh7 Rab9 promoter-luciferase reporter, luminescence, 24 h; Potency, µM (highest dose often 9.22 µM), for the others: top-dose activation, negative = inhibition, actives largely listed as activators; actives 2.8% (n = 320,000); AID 485297; further: potency means the concentration at half of the fitted maximal effect; % of control where 0% means no effect; nearly all actives have a fitted effect of over 60% in size
#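 Stable Rab9-luc Huh7, 1500 cells/well, 2 h settle; cmpd in DMSO, 24 h, 37 °C/5% CO2; luciferase reagent 10 min RT; luminescence.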
# BRCA1 expr act: activators of BRCA1 expression; MCF7-BRCA1-FFLuc reporter, luminescence, 48 h; response scale: scaled: vehicle 0%, 10 µM genistein 100%; Potency, µM (doses to about 46.1 µM), for inactives: at the highest dose activation, most hits filed as activators; actives 1.1% (n = 380,000); AID 624202; further: potency means the concentration at half of the fitted maximal effect; nearly all actives have a fitted effect of over 80% in size; some results filed as inactive show a strong effect at the top dose
#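 MCF7-BRCA1-FFLuc, 2000 cells/well; 2 h attach, 37 °C/5% CO2; compound 48 h; luciferase substrate 15 min; luminescence end-point. Norm. to genistein 10 microM max activation and DMSO; concentration-response curves fitted.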
# Starred values were filed as active, the others as inactive; ? = inconclusive; nt = no result given; & = joins results of further samples; [ ] = dose if it differs, or a comment. Unless noted, the call rests on the fitted dose curve; in most records, active means well fitted curve in the direction sought with a large enough effect; inconclusive means small, poorly fitted or top-dose-only effect, or another doubt; inactive means no such curve, though single readings can be large; an effect the other way counts as inactive or inconclusive. The order is random. About 15% of those tested had a hit in this group.
Compound,ELG1 genotox,FLuc counter,Gal4-VP16 FLuc,Tb PFK inh,ELG1 repair inh,RORgamma inh,p53 reactivator,NPC1 prom act,Rab9 promoter act,TRPV1 ag,BRCA1 expr act
CC1(C)CC(=O)C=C(Nc2ccc(Br)cc2F)C1,-4%,4%,7%,4%,?,16%,nt,-6%,1%,9,1%
Cc1cc(NC(=O)CCSc2ccccc2)no1,2%,-3%,22%,0%,2%,-33%,4%,0%,-2%,0,0%
COc1ccc(SC[C@H](CC(C)C)N2CCN(CCc3ccccc3)CCC2=O)cc1,-3%,19µM*,18%,3%,-12%,?,23%,14%,0%,3,8%
CC(C)c1ccc(NC(=O)C2C3C=CC4(CN(Cc5cccnc5)C(=O)C24)O3)cc1 (centres undefined),-6%,0%,20%,1%,7%,3%,2%,2%,18%,0,8%
O=C(NC(=S)NC1CCS(=O)(=O)C1)c1ccccc1 (centres undefined),8%,4%,-9%,-5%,-4%,17%,18%,-6%,2%,0,-1%
CC(=O)NN1C(=O)/C(=C\c2ccc(C)cc2)SC1=S,-1%,?,-15%,4%,-4%,17%,1%,-1%,0%,1,-1%
COc1ccc(CNCCCO)cc1OC,1%,4%,-14%,-2%,-1%,?,-10%,0%,1%,-2,3%
COCCCNC(=O)CCCN1C(=O)c2cccnc2Sc2ccccc21,-1%,2%,-4%,-4%,17%,17%,0%,0%,-3%,-4,-1%
COc1ccc(Cl)c(Cn2c(NCc3ccco3)nc3c2c(=O)n(C)c(=O)n3C)c1,-3%,6%,0.0089µM*,-28%,?,-43%,3%,-3%,-1%,?,-31%
CCOc1cccc(-c2nnc3sc(-c4ccc(C)cc4)nn23)c1,-1%,-1%,-3%,2%,?,-6%,1%,-2%,-2%,-1,nt
O=[N+]([O-])c1ccccc1CN1CCN(Cc2ccccn2)CC1,-2%,-1%,5%[10 µM],-5%,5%,-38%,-2%,-1%,-3%,2,-2%
CC(C)(C)OC(=O)N1CCC(C(=O)N2CCOCC2)CC1,3%,-1%,0%,-4%,8%,-4%,-19%,-3%,3%,7,18%
CC(=O)NC(c1ccco1)c1cc(Cl)c2ccc(Cl)nc2c1O (centres undefined),-1%,1%&-2%,nt,6%&-6%,18%,nt,3%,-2%&0%,1%&3%,2,-8%
COc1cc2c(cc1NC(=O)c1cccc([N+](=O)[O-])c1C)oc1ccccc12,0%,0%,11%,4%,-9%,2%,-5%,-8%,-5%,-1,-41%
O=C(CN1CCN(c2ccccc2F)CC1)NCc1ccccc1,-8%,-4%,2%,-20%,1%,5%,17%,-1%,5%,?,12%
CCc1nc(C)cn1S(=O)(=O)c1ccc(Br)cc1,3%,-1%,10%,-1%,0%,?,nt,-3%,-2%,-2,0%
Cc1cc(S(=O)(=O)N(Cc2ccc(F)cc2)CC2CCCO2)ccc1-n1cnnn1 (centres undefined),-4%,-15%,3%,-1%,-4%,8%,0%,-2%,-3%,?,-6%
Cc1ccc(C(=O)N2CCN(c3ccc([N+](=O)[O-])c(N4CCOCC4)c3)CC2)cc1,-2%,1%,-2%,3%,-12%,33%,2%,-3%,2%,0,-13%
Cc1ccc(NCc2n[nH]c(=S)n2-c2cccc(Cl)c2)cc1,-20%,?,-28%,-6%,-8%,7.9µM*,2%,1%,1%,2,-27%
Cn1c(C(=O)Nc2ccc(Cl)cc2)cc2cc(Cl)ccc21,9%,-1%,-21%,1%,3%,-22%,27%,23%,7%,26,-13%

Compound,ELG1 genotox,FLuc counter,Gal4-VP16 FLuc,Tb PFK inh,ELG1 repair inh,RORgamma inh,p53 reactivator,NPC1 prom act,Rab9 promoter act,TRPV1 ag,BRCA1 expr act
CS(=O)(=O)NCCNc1cc(Cl)ccc1[N+](=O)[O-],5%,4%,3%,1%,-20%,-10%,-2%,0%,-4%,0,2%
COc1ccc(CC(=O)N2CCN(c3ccccc3)CC2)cc1,-1%,5%,nt,1%,-2%,nt,nt,-7%,-2%,23,12%
OCCC1CN(Cc2ccc3ncccc3c2)CCN1Cc1ccccc1 (centres undefined),2%,4%,6%,2%,1%,5%,-1%,-2%,-1%,0,-5%
CCCCCCn1c(N2CCN(c3ccccc3)CC2)nc2c1c(=O)n(C)c(=O)n2C,-19%,-14%,-9%,-1%,-25%,5%,4%,0%,-9%,-4,-62%
Cc1cc(C)n(-c2nc(NCCN(C)C)c3c4c(sc3n2)COC(C)(C)C4)n1,2%,-12%,-19%,0%,?,16µM*,2%,-6%,0%,-1,-23%
CCN1CCN(S(=O)(=O)c2ccc3ccccc3c2)CC1,3%,0%,-8%,4%,3%,-23%,0%,2%,7%,0,0%
CCc1cc2cc3c(cc2nc1SCC(=O)N1CCN(C(=O)c2ccco2)CC1)OCO3,-10%,-3%,2%,1%,?,2%,-1%,0%,0%,?,-23%
CC(C)CNC(=S)Nc1ccc(S(N)(=O)=O)cc1,-1%,-9%,-9%,-4%,2%,-4%,9%,-4%,-2%,1,-4%
COc1cc(C)c(S(=O)(=O)NCc2cccs2)cc1C,3%,-2%,?,0%,1%,?,-4%,1%,-3%,-1,2%
Cc1cccc(-c2nc(CS(=O)CC(=O)NCCc3ccc(Cl)cc3)c(C)o2)c1 (centres undefined),-6%,-3%,2%,-4%,?,6%,-11%,0%,3%,-1,0%
CCn1nc(C)c(NC(=O)Nc2cccc(Cl)c2Cl)c1C,-2%,-2%,-8%,0%,-6%,14%,0%,0%,-1%,7,12%
O=C(Nc1ccc(C(O)(C(F)(F)F)C(F)(F)F)cc1)c1ccc(Cl)c([N+](=O)[O-])c1,-9%,?,?,-29%,?,-23%,-3%,-2%,-1%,-3,-85%
Cc1ccc(-c2ccc(/C=N/NC(=O)CN3CCCC3)o2)cc1Cl,1%,-19%,-19%,2%,12%,11µM*,-1%,3%,3%,-2,-1%
CCN(CC(=O)Nc1ccccc1OC)C(=O)CSCc1c(C)noc1C,3%,5%,-10%,-2%,-3%,1%,-1%,-5%,1%,0,3%
Cc1cccc(-n2c(SCC(=O)Nc3nonc3C)nnc2-c2ccoc2C)c1,-4%,1%,0%,-4%,0%,0%,0%,-5%,6%,21,-24%
Cc1ccc(-c2cn(CCC(=O)O)c(-c3ccc(Cl)nc3)n2)cc1,2%,-5%,nt,-5%,3%,nt,5%,-1%,-4%,-5,-2%
CN1CCC(NC(=O)NC2CCCCC2)CC1,-2%,-1%,-7%,-9%,9%,18%,8%,-2%,-2%,2,0%
Cc1ccc(C(=O)N2CC(C)OC(C)C2)cc1[N+](=O)[O-] (centres undefined),1%,-1%,1%,-4%,-5%,-18%,0%,-9%,-3%,2,3%
CCOc1ccc(Cn2nnc(C(=O)Nc3ccc(OC)cc3OC)c2N)cc1,15%,2%,-8%,-1%,9%,4%,-4%,-2%,0%,-2,38%
CCCCSc1nc2c(=O)[nH][nH]c(=O)c2n1Cc1ccccc1,0%,2%,-2%,-4%,9%,?,-8%,-7%,-5%,-3,0%

Compound,ELG1 genotox,FLuc counter,Gal4-VP16 FLuc,Tb PFK inh,ELG1 repair inh,RORgamma inh,p53 reactivator,NPC1 prom act,Rab9 promoter act,TRPV1 ag,BRCA1 expr act
O=C(N/N=C/c1ccc(OCc2ccccc2)cc1)c1ccncc1,?,-10%,-17%,-2%,?,13µM*,2%,-5%,-3%,30,?
O=C(NNC(=O)c1ccccc1[N+](=O)[O-])Nc1ccccc1C(F)(F)F,7%,5%,-5%,-2%,4%,3%,-3%,-4%,-10%,3,-1%
Cc1onc(-c2c(F)cccc2Cl)c1C(=O)NNC(=O)C1CCN(Cc2cccc(F)c2)CC1,0%,0%,4%[10 µM],-16%,15%,31%,13%,-7%,-15%,1,-5%
CC(=O)c1c(C)[nH]c(C(=O)CSc2nc3ccc(C)cc3[nH]2)c1C,-11%,-2%,-16%,-1%,12µM*,?,-15%,-1%,-1%,9,-19%
COCCn1c(N2CCN(c3ccccc3)CC2)nc2c1c(=O)n(C)c(=O)n2C,-6%,2%,3%,-2%,?,32%,3%,-4%,-9%,0,-24%
CCSC1=N/C(=C\c2ccc(C)s2)C(=O)S1,0%,-4%,-12%,1%,9%,-23%,-4%,-1%,-1%,8,-2%
Cc1ccc(C(=O)N2CCN(c3cccc(Cl)c3)CC2)cc1C,-7%,-2%[2.3 µM],17%,-3%,-20%,-42%,0%,-3%,-5%,?,-77%
CC(=O)C[C@@H](O)CC(=O)[C@@H]1OC(=O)[C@@H](C)C/C=C\Cc2ccccc21,-1%,nt,nt,7%,1%,nt,-3%,nt,nt,nt,6%
